# D3 antag = blocks the human D3 dopamine receptor; max response, negative = inhibition, %; 2.5% of 360,000 active; D3R cells, DiscoveRx beta-arrestin luminescence, antagonist mode; stronger effect = lower value; in the data active = max response below about -50%; inconclusive = no clear call, values can overlap the other calls; also: % is scaled to controls: 0 for no effect and ±100 for the full control effect; mostly tested at two doses, the higher about 12 µM
#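 Cells plated overnight at 1500 cells/well, then exposed to library compounds with dopamine controls for 90 minutes at 37 degrees C. DiscoveRx reagent added for 30–60 minutes at room temperature; luminescence read, quantitative HTS format.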
# EPAC2 antag = antagonists of human EPAC2; Q8WZA2; EPAC2 GEF exchange of Rap1B-BODIPY-GDP, fluorescence; Potency, µM (top dose mostly 114 µM), inactives show at the highest dose activity, negative = inhibition, most hits filed as inhibitors; 0.18% of 360,000 active; also: potency is read from the fitted curve at half-maximal effect; % is scaled to controls: 0 for no effect and ±100 for the full control effect; nearly all actives have a fitted effect of over 45% in size; many of its hits are not listed in these tables
# Target sequence (Q8WZA2 whole entry, looked up): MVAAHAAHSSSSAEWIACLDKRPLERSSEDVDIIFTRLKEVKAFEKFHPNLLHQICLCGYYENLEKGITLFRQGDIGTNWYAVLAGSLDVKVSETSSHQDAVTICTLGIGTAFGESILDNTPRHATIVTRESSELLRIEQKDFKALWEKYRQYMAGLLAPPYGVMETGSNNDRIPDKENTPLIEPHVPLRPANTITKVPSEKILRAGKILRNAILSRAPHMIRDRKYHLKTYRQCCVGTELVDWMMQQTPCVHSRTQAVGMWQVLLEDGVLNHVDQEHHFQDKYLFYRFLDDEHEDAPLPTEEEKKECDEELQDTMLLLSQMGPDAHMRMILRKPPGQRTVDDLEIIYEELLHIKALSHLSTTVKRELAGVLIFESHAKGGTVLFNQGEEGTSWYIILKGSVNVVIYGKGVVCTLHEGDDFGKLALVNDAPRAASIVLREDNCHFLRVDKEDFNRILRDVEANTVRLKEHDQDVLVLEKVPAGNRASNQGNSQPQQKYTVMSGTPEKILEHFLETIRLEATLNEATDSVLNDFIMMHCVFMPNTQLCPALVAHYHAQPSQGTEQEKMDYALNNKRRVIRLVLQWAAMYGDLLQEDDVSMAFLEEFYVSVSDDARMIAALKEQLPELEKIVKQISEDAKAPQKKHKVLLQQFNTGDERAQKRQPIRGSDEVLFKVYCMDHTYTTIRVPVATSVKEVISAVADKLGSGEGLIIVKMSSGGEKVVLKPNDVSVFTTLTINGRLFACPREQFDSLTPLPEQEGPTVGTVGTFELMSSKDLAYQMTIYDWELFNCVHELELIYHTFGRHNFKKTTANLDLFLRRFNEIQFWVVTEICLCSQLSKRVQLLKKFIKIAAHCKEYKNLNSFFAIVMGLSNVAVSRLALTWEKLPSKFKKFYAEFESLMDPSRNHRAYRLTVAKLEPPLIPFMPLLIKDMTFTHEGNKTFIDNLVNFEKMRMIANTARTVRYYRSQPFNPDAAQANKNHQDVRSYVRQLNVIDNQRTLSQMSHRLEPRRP
# aSyn yeast inh = inhibitors of alpha-synuclein toxicity in yeast; Potency, µM (top dose mostly 46.1 µM), inactives show top-dose growth rescue (activation), actives largely listed as activators; Yeast expressing alpha-synuclein, growth rescue, BacTiter-Glo, 24 h; 0.14% of 370,000 active; also: potency is read from the fitted curve at half-maximal effect; % of control where 0% means no effect; nearly all actives have a fitted effect of over 65% in size
#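 Screening used galactose-induced yeast with toxic alpha-synuclein levels, exposed to compound for 24 hr at 30 deg C. Cell growth, read with BacTiter-Glo luminescence, gave the measured signal.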
# EPAC2 ag = EPAC2 (human) agonism; Q8WZA2; EPAC2 activation, biochemical qHTS; response scale: 100% = 6.5 mM cAMP response; Potency, µM (titrated, usually from 154 µM), for the others: top-dose activation, most hits filed as activators; AID 720711; 0.079% of 360,000 active; also: potency is read from the fitted curve at half-maximal effect; nearly all actives have a fitted effect of over 50% in size
#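 Setup: EPAC2 100 nM, labeled Rap1B complex 250 nM, free GDP 50 uM. Compound titrations pinned in, brief spin, 5 min room temperature incubation. Kinetic fluorescence read over 30 min, normalized to 6.5 mM cAMP.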
# TDP-43 yeast inh = TDP-43 toxicity inhibition in yeast; Potency, µM (doses to about 46.1 µM), for the others: at the highest dose growth rescue (activation), hits mostly activators; 1.8% of 410,000 active; TDP-43 expressing yeast growth rescue, BacTiter-Glo, 24 h; AID 652104; also: potency is read from the fitted curve at half-maximal effect; % of control where 0% means no effect; nearly all actives have a fitted effect of over 50% in size
#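 Yeast expressing TDP-43 (pregrown in raffinose, seeded at OD600=0.02 in galactose medium) exposed to compounds 24 hr at 30 deg C. Growth read by BacTiter-Glo luminescence; rescue of toxicity appears as increased signal.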
# DRD3 agonist = D3 dopamine receptor (human) agonism; P35462; D3R DiscoveRx beta-arrestin cells, luminescence, 90 min; max activation, %; 0.58% of 410,000 active; AID 652048; in the data active = max activation above about 30%; also: 0% is about no effect; mostly tested at two doses, the higher about 12 µM
#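 Agonist-mode cell screen: cells plated at 1500/well and incubated overnight at 37 °C, then exposed to library compounds for 90 min at 37 °C. Detection reagent was added for 30–60 min at room temperature, and luminescence was read.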
# Abeta yeast res = A-beta toxicity reversal in yeast; 0.063% of 410,000 active; Potency, µM (top dose mostly 46.1 µM), without a hit: at the top dose growth rescue, most hits filed as activators; yeast expressing A-beta42, growth rescue, OD600, 48 h; response scale: 0% DMSO, 100% iron-clioquinol control; also: potency is read from the fitted curve at half-maximal effect; nearly all actives have a fitted effect of over 55% in size
#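 Yeast growth medium received pinned compounds, then yeast cells expressing toxic A-beta were added; plates incubated at 30 C for 48 hr. Growth read as absorbance at 600 nm, normalized to DMSO and equimolar FeCl3 plus clioquinol controls.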
# FUS yeast rescue = suppressors of FUS proteinopathy in yeast | S. cerevisiae FUS-expressing, growth rescue, OD600, 24 h | Potency, µM (doses to about 76.6 µM), without a hit: at the highest dose growth rescue (activation), hits mostly activators | 0.24% of 390,000 active | AID 1347120;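 also: potency is read from the fitted curve at half-maximal effect; plate controls were DMSO vehicle for no effect and reference control for full effect; nearly all actives have a fitted effect of over 55% in size; some results filed as inactive show a strong effect at the top dose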
#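 Galactose (2%) drives FUS expression in yeast precultured in raffinose; seeding density OD 0.005. Test compounds incubated 24hr at 30C and 99% humidity before absorbance at 600 nm was measured.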
# An asterisk follows results filed as active; ? = inconclusive; · = no result given; & = joins results of further samples; [ ] = another dose, or the depositor's remark. Unless noted, calls follow the shape of the dose curve; as a rule, active = well fitted curve in the direction sought with a large enough effect; inconclusive = small, poorly fitted or top-dose-only effect, or another doubt; inactive = no such curve, though single readings can be large; an effect the other way counts as inactive or inconclusive.
SMILES	D3 antag	EPAC2 antag	aSyn yeast inh	EPAC2 ag	TDP-43 yeast inh	DRD3 agonist	Abeta yeast res	FUS yeast rescue
COCCCNC(=O)Nc1ccc(Br)cc1Cl	?	1%	4%	1%	-13%	1	-3%	5%
O=C(C1COc2ccccc2O1)N1CCN(c2ccccn2)CC1 (stereo not given)	-1	13%	3%	2%	6%	-3	-4%	4%
[O-][n+]1ccc(C2CC2)cc1	25	13%	-1%	1%	13%	3	4%	11%
CCCCNCc1cc(OCC)c(OCC)cc1Br	-11	1%	-1%	3%	28%	2	-11%	0%
CCn1nc(C)cc1C(=O)n1nc(C)c(Sc2ncccn2)c1C	12	7%	2%	3%	6%	0	0%	-4%
Cc1ccc2c(c1)[C@H]1[C@H](CO2)[C@H](c2ccccc2)[C@]2(C)C(=O)Nc3cc(F)c(F)cc3C(=O)N12	-6	0%	-19%	4%	15%	0	?	10%
CC(N)c1ccc(Cl)cc1Cl (stereo not given)	-8	2%	1%	-1%	9%	-10	8%	·
CCOC(=O)CNC(=O)/C=C/c1ccc2c(c1)OCO2	-14	4%	-1%	20%	-2%[9.22 µM]	0	2%	-11%
NS(=O)(=O)c1ccc(N/N=C/c2cn(-c3ccccc3)nc2-c2cccs2)c([N+](=O)[O-])c1	?	-15%	0%	11%	-14%	-17	-10%	28%
CC(C)CN(C(=O)c1ccc(=O)n(C)n1)c1nc2ccccc2s1	21	-12%	0%	5%	16µM*	-1	17%	27%
CN(C(=O)COC(=O)c1ccc(Cl)c(S(=O)(=O)N2CCCCCC2)c1)C1CCS(=O)(=O)C1 (stereo not given)	0	-13%	-2%	4%	11%	-1	-2%	23%
Cc1ccnn1CCC(=O)N1CCCC(Nc2ccc(F)c(F)c2)C1 (stereo not given)	-6	3%	-3%	-3%	-22%	-16	-9%	-5%
OCCn1c(-c2ccccc2)csc1=Nc1ccccc1	1	-1%	5%	8%	17%	4	5%	·
Cc1ccc(Sc2c([N+](=O)[O-])c(=O)n(C)c3ccccc23)cc1	-72*	11%	3%	1%	0%	-27	4%	1%
CCn1c(/C=C2\C(=O)N(C)c3ccccc32)nc2ccccc2c1=O	19	11%	1%	2%	?	4	4%	6%
CCNC(=S)NNC(=O)c1cc(C)nc2ccccc12	-4	1%	-9%	1%	5%	1	-4%	0%
COc1ccc(Cn2c(=O)n(Cc3ccco3)c(=N)c3c4c(sc32)COC(C)(C)C4)cc1	0	-9%	3%	13%	10%	6	3%	19%
COc1ccccc1C(=O)Nc1ccc(S(=O)(=O)Nc2ncccn2)cc1	·	·	·	·	11%	10	-6%	-9%
Nc1nonc1-n1nnc(C(=O)N/N=C/c2c[nH]c3ccccc23)c1-c1ccccc1	14	-8%	3%	10%	11%	3	7%	20%
Cc1ccc(S(=O)(=O)NC(=O)CSc2nc3ccccc3s2)cc1	-2	-6%	7%	6%	-15%	-11	16%	25%
CC(=O)Nc1ccccc1C	-18	-13%	4%	3%	23%	16	-11%	-44%
O=c1cc(-c2ccc(F)cc2)nc(SCc2nc(-c3ccc(Cl)cc3)no2)[nH]1	·	·	·	·	-9%	-4	-19%	-5%
C=CCOc1cccc(/C=N/NC(=O)C(=O)NCc2ccco2)c1	-1	-3%	-4%	-19%	-16%	0	-13%	·
Cc1cccc(C)c1NC(=O)CS(=O)CC(=O)N1CCN(c2ccccc2)CC1 (stereo not given)	-7	2%	3%	-2%	4%	8	-10%	-3%
O=C(NNC(=O)c1ccc(Br)o1)c1ccc(NS(=O)(=O)c2cccs2)cc1	-1	14%	1%	-5%	15%	2	3%	·
CCN1CCN(C(=O)c2ccc3c(c2)N(Cc2ccccc2F)C(=O)c2ccccc2S3=O)CC1 (stereo not given)	·	·	·	·	8%	-18	-7%	-3%
O=C(Nc1ccc2ccccc2n1)Nc1ccccc1F	28	0%	4%	1%	10%	0	18%	12%
COc1cccc(NC(=O)Nc2cccn(Cc3ccccc3)c2=O)c1	5	-1%	1%	6%	14%	3	-8%	23%
CC(C)CC(=O)Nc1ccc(C(=O)CN2CCC(C)CC2)cc1	15	5%	2%	-2%	17%	10	-16%	-2%
CC1=C(C(=O)N(C(C)C)C(C)C)CC(CC(=O)NCc2ccco2)C(=O)N1Cc1ccc(C(C)(C)C)cc1 (stereo not given)	11	-15%	-1%	1%	0%	-12	-7%	?
CCOc1cc2[nH]c(=S)n(CCCC(=O)NCc3ccco3)c(=O)c2cc1OCC	21	2%	7%	6%	-19%	1	5%	?
Cc1ccc(S(=O)(=O)N2CCN(c3ccc(S(=O)(=O)N4CCOCC4)cn3)CC2)cc1	-15	1%	1%	6%	2%	-7	1%	-22%
CCOC(=O)c1ccccc1OC(=O)CS(=O)c1ccccc1[N+](=O)[O-] (stereo not given)	-20	7%	3%	4%	-16%[9.22 µM]	-8	-3%	1%
O=C(Nc1ccc(N2CCN(C(=O)c3ccccc3)CC2)cc1)c1ccc2c(c1)OCO2	13	4%	-10%	-4%	0%	1	18%	?
O=C(NCCc1ccncc1)C(F)(F)F	-24	-1%[57.1 µM]	-1%	2%	-4%	-4	5%	9%
CC1Nc2ncnc(N3CCOCC3)c2N(Cc2ccccc2)C1=O (stereo not given)	2	6%	1%	-2%	17%	8	8%	5%
COc1ccc(NC(=O)CCCn2nc(C)c3c(C)n(-c4ccccc4)nc3c2=O)cc1OC	-5	-6%	3%	4%	-13%	-1	7%	4%
C[C@H](CO)N1C[C@H](C)[C@@H](CN(C)S(C)(=O)=O)Oc2c(NC(=O)Cc3ccccc3)cccc2C1=O	9	7%	-3%	3%	-13%	-1	-3%	-32%
O=C(COC(=O)COc1ccccc1)NC1CCCc2ccccc21 (stereo not given)	6	-7%	0%	-2%	-1%	-1	-10%	-18%
COc1ccc(CNC(=O)CSc2n[nH]c(-c3ccc(OC)cc3)n2)cc1	·	·	·	·	22%	16	-1%	11%
COc1ccc(NC(=O)c2ccco2)cc1NC(=O)COc1ccc(C)c(C)c1	·	·	·	·	19%	2	-13%	11%
COc1ccc(NC(=O)Cn2nc(-c3ccccc3)c3cnc4ccc(C)cc4c32)cc1	·	·	·	·	15%	0	-1%	-18%
COC(=O)c1cccc(NC(=S)Nc2ccccc2Cl)c1	16	5%	5%	6%	?	16	8%	-1%
COc1cnc(-c2ccccn2)nc1Sc1ccccc1	0	?	-9%	12%	-21%	-24	?	54%
CC(C)CN1CCC(=O)N([C@H](CO)Cc2ccccc2)CC1	40	-2%	1%	3%	4%	0	0%	-11%
COC(=O)c1ccc(Oc2nc3ccccc3n3c(C)nnc23)cc1	1	2%	-3%	8%	11%	0	1%	-17%
CCCN1C2CCCC1CC(NC(=O)NC13CC4CC(CC(C4)C1)C3)C2 (stereo not given)	-28	3%	7%	-3%	9%	-15	-9%	-12%
COCCCNC(=O)C[C@@H]1C[C@@]2(C(=O)OC)CCCCC=C2N(CCC2=CCCCC2)C1=O	-19	3%	-2%	6%	13%	-14	-2%	21%
COc1ccc(CCNC(=O)CCc2nc3sc4c(c3c(=O)[nH]2)CCCC4)cc1	14	2%	-4%	-4%	0%	-2	12%	26%
COCCn1cc(C(=S)N2CCOCC2)c2ccccc21	-26	4%	·	1%	14%	-1	5%	-1%
O=[N+]([O-])c1cc(Cl)cc(/C=N/NC(=S)Nc2ccc(S(=O)(=O)N3CCOCC3)cc2)c1O	-54*	56µM*	1%	-11%	16%	-19	-13%	17%
Cc1[nH]nc2c1C1(CCOCC1)C(C#N)=C(N)O2	25	-1%	1%	7%	-24%	-25	-4%	16%
O=c1[nH]n(-c2ccc(Cl)cc2)c2ncccc12	-17	-6%	-11%	10%	-20%	-2	-35%[inhibitor]	21%
O=C(Cc1ccc(NC(=O)C2CCCN(C(=O)C3CCCCC3)C2)cc1)Nc1ccc(C(=O)N2CCOCC2)cc1 (stereo not given)	20	-10%	-3%	10%	25%	1	1%	11%
CCCC(=O)Nc1ccc(S(=O)(=O)N2CCCC2)cc1	14	-18%	-2%	-1%	-16%	-6	-1%	28%
CC[n+]1ccc(C[n+]2ccccc2)c2ccccc21	-9	-3%	-1%	-3%	-6%	-10	-9%	-3%
Cc1ccc(C)c(OCC(=O)N2CCN(C(=O)c3ccco3)CC2)c1	12	11%	-1%	7%	-10%	0	-19%	·
COc1ccc(CN2C[C@@H](CO)O[C@@H](n3cnc4c(N5CCCC5)ncnc43)C2)cc1	0	7%	-4%	11%	3%	-6	-16%	-2%
CCc1cccc(C)c1NC(=O)COC(=O)CNS(=O)(=O)/C=C/c1ccccc1	7	1%	9%	-5%	1%	3	4%	11%
Cc1cc(C)nc(SCCS(=O)(=O)Cc2ccc(Cl)cc2)n1	33	2%	-8%	11%	17%	1	-4%	-9%

# Continued, starting with the last two of the part before.
SMILES	D3 antag	EPAC2 antag	aSyn yeast inh	EPAC2 ag	TDP-43 yeast inh	DRD3 agonist	Abeta yeast res	FUS yeast rescue
CCc1cccc(C)c1NC(=O)COC(=O)CNS(=O)(=O)/C=C/c1ccccc1	7	1%	9%	-5%	1%	3	4%	11%
Cc1cc(C)nc(SCCS(=O)(=O)Cc2ccc(Cl)cc2)n1	33	2%	-8%	11%	17%	1	-4%	-9%
COc1ccc(NC(=O)CCNS(=O)(=O)c2cccc3nsnc23)cc1OC	?	18%	-9%	2%	0%&-2%	-16&-2	-23%&-12%	36%&15%
Cc1c(NC(=O)c2cccnc2C(=O)O)cccc1C(=O)O	-6	3%	-10%	-11%	23%	4	18%	-24%
CCn1nc(C)c(CN2CCc3c([nH]c4ccccc34)C2C(C)(C)C)c1C (stereo not given)	14	-8%	-7%	7%	14%	5	-3%	-15%
COCc1cc(=O)[nH]c(SCC(=O)Nc2ccccc2)n1	?	4%	0%	4%	-4%	-2	3%	13%
COc1cc(C)c(S(=O)(=O)N2CCN(C)CC2)cc1C	-1	0%	2%	0%	12%	-17	-7%	5%
CCOc1ccc(-n2c(=S)sc3c(=O)n(-c4ccc(F)cc4)c(SCC(=O)O)nc32)cc1	-11	-9%	13%	0%	20%	1	-8%	12%

# Bioassay records as filed in PubChem BioAssay.

# An excerpt; count on the stated rates, not on these rows.
